PGC1a acetyl inh = lowers PGC1a acetylation signal in U2OS cells. inhibition, % at 15.6 µM. actives 0.17% (n = 350,000). AlphaScreen anti-acetyl-lysine; with virally co-expressed GCN5 acetyltransferase;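 active = every replicate shows inhibition of at least 40%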;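 also: 0% = neutral control wells and 100% = positive control wells; some results beyond the cut were filed as inactive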
LGR2 inh = inhibitors of bursicon-induced Drosophila LGR2 receptor cAMP signaling; HEK293 LGR2, CRE-luciferase, bursicon-stimulated, 4 h; inhibition, % at 9.99 µM; actives 0.35% (n = 380,000);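 active = drop in luminescence signal, shown as inhibition above about 50% in the replicate tests, limit read from the data, passing the limit was not always enough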;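 also: agonist challenge used bursicon conditioned medium at about half maximal strength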
FN deposit inh = fibronectin deposition inhibition. AID 743247. actives 0.086% (n = 350,000). inhibition, % at 12.6 µM. AH1F fibroblasts, Alexa488-fibronectin deposition fluorescence, overnight;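 active = mean inhibition across replicates of 30% or more, regardless of how many single replicates reach that level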;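 also: positive control wells lacked labelled fibronectin entirely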
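Material – AH1F fibroblast monolayer, labelled fibronectin deposition · Reagent – labelled fibronectin 24 nM · Timing – 1 h adhesion, overnight exposure · Measured by – fluorescence at 485 nm excitation, 525 nm emission · Read-out – inhibition of fibronectin deposition signal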
ERAP1 inh = inhibitors of human ERAP1 aminopeptidase; recombinant ERAP1, Leu-AMC fluorescence, 60 min; inhibition, % at 10.7 µM; actives 0.15% (n = 340,000);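 active = mean replicate inhibition of at least 30%, or all replicates individually reaching that 30% level; inactive = mean below 30% and not every replicate reaching it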;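 also: 0% = neutral control wells and 100% = L-leucinethiol positive control wells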
Target sequence (Q9NZ08 whole entry, looked up): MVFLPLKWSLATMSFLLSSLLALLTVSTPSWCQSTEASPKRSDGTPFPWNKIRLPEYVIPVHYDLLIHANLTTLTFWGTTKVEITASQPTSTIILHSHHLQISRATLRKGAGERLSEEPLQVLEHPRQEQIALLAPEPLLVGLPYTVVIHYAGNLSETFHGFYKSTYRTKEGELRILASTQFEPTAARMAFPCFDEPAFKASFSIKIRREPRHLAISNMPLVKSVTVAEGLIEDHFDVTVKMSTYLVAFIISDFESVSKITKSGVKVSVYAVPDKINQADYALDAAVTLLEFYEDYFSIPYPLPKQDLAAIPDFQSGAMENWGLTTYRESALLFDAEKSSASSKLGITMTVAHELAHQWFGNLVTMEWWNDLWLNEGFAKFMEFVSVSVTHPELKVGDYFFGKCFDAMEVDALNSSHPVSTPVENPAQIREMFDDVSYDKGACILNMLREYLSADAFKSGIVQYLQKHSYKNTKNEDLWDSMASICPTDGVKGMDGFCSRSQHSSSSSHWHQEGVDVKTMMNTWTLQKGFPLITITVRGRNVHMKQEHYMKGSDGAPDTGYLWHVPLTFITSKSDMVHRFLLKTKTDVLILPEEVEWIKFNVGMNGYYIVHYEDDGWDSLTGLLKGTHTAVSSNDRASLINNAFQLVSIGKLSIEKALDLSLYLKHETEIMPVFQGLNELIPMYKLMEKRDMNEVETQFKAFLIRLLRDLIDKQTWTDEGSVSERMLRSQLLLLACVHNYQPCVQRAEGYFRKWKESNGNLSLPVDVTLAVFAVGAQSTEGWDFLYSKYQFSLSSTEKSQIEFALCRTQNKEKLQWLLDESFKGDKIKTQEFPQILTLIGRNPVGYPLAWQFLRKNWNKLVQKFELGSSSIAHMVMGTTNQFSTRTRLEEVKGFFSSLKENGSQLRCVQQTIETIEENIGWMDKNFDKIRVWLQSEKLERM
PglD DTNB = PglD (C. jejuni) enzyme inhibition. purified PglD enzyme, DTNB colorimetric CoA detection. inhibition, % at 12.5 µM. actives 0.098% (n = 360,000). AID 602405; in the data active = inhibition above about 16%, passing the limit was not always enough; also: strong numbers were not always called active
S100A4 inh HTS = S100A4-myosin IIA interaction inhibition | actives 0.14% (n = 360,000) | inhibition, % at 10.7 µM | S100A4/TAMRA-MyoIIA peptide fluorescence polarization | P26447 | AID 652163;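 active = mean inhibition of at least 70% across replicates, with every replicate also reaching that level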
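System – human S100A4 monomer protein, biochemical binding assay · Buffer or medium – Calcium-containing HEPES buffer, pH 7.2 · Timing – 5 min between mix addition and reading · Also added – TAMRA-labelled myosin IIA heavy-chain peptide probe, 5 nM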
EWS-Fli inh = inhibitors of EWS/Fli oncoprotein transcriptional activity; A673 NR0B1-luciferase reporter, viability-normalised; inhibition, % at 12.6 µM; actives 0.67% (n = 350,000);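 active = mean inhibition of at least 50% after viability correction, with every replicate also passing that limit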;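 also: firefly luciferase signal divided by Alamar Blue viability fluorescence both relative to DMSO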
PAX8 reporter = lowers PAX8-driven luciferase in RMG-I cells | RMG-I TPO-luciferase reporter, SteadyGlo, 24 h | inhibition, % at 12.6 µM | actives 1.2% (n = 360,000) | AID 652154;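 active = mean replicate inhibition at least 60% with every replicate also reaching 60%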;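 also: luciferase light reporting Pax8 driven TPO promoter activity; plate controls were median of neutral control wells for no effect and mitoxantrone controls for full effect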
* marks the source's active call; other numbers are inactive results; x = not tested or not shown.

Values run as follows: PGC1a acetyl inh, ERAP1 inh, S100A4 inh HTS, PglD DTNB, FN deposit inh, EWS-Fli inh, LGR2 inh, PAX8 reporter
Cc1ccc(CN(c2ccc(C(=O)NCC3CCCO3)cc2)S(C)(=O)=O)cc1 (stereo not given)
 : x, x, -4, 5, 1, 12, 4, 13
C[C@@H]1CN([C@@H](C)CO)C(=O)c2cccc(NC(=O)Nc3ccc(C(F)(F)F)cc3)c2O[C@H]1CN(C)Cc1ccc(Cl)c(Cl)c1
 : 4, -1, 18, -3, x, -3, 1, x
O=C(OCC(=O)N1CCCC1)c1cc2c(cc1[N+](=O)[O-])OCCO2
 : 3, 1, -1, -3, 3, -6, 12, 17
O=C(C1CCCCC1)N1CC(=O)N2[C@H](CO)[C@H](c3ccc(C#Cc4cccc(F)c4)cc3)[C@@H]2C1
 : -24, 1, -9, x, x, x, 0, x
O=C(C[C@@H]1CC[C@@H](NC(=O)C2CCC2)[C@@H](CO)O1)NCc1ccncc1
 : 4, -1, -22, -5, -2, -8, -39, -23
CC(=O)c1ccc(-n2nncc2C(C)(C)C)cc1
 : x, 0, -3, x, x, 16, -9, x
COc1cccc(C(=O)N2C[C@H]3[C@@H](c4ccccc42)[C@H](CO)N3C(C)=O)c1
 : 0, 1, -2, 4, x, -2, 13, 3
CCOC(=O)Nc1sc(C)nc1-c1ccccc1
 : 4, -2, 2, 3, x, -9, 10, x
COc1ccccc1CNC(=O)c1cnc2sccn2c1=O
 : -1, x, -5, -3, -5, 4, -4, 15
O=C(CSc1ccc(Cl)cc1)Nn1cnnc1
 : 2, x, x, -2, 3, x, x, 0
O=C(NCC(F)(F)F)[C@H]1[C@H](CO)[C@H]2Cn3c(ccc(-c4ccncc4)c3=O)[C@H]2N1Cc1ccncc1
 : x, 0, 5, -3, x, 3, 2, x
COC(=O)c1c(NC(=O)c2ccnn2C)sc(C)c1C
 : -5, x, x, -3, -5, x, x, -3
COc1ccc(NC(=O)O[C@H]2[C@H](OC(=O)Nc3ccccc3)[C@H](OC(=O)Nc3ccccc3)[C@@H](OC)O[C@@H]2CO)cc1
 : x, -5, 2, -1, x, -1, x, -16
COc1nnc(-c2ccc(C)c(S(=O)(=O)NC(C)C)c2)c2ccccc12
 : -4, 0, 1, 1, 5, 2, -4, 6
O=C(Nc1ccccc1Cl)c1cccc(NC(=O)c2cccs2)c1
 : -1, 0, 0, -6, x, x, 22, -2
COc1ccc(CSc2nnc(NC(C)=O)s2)cc1[N+](=O)[O-]
 : x, 3, 1, x, 5, 2, -3, -17
COc1cc(OC)cc(-c2nc3ccccc3c(=O)n2OC(=O)c2ccc(Br)cc2)c1
 : 3, -1, 1, x, -9, 2, 15, -3
O=C(c1ccc2oc(CCc3ccccc3)nc2c1)N1CC[C@H](O)C1
 : -3, -5, -1, -2, 19, x, -2, -131
COCC#Cc1cnc2c(c1)C(=O)N([C@H](C)CO)C[C@H](C)[C@H](CN(C)C(=O)CCN1CCCCC1)O2
 : 6, -1, 8, -3, x, -10, 21, x
COc1ccccc1CN1CC(C(=O)NCCc2ccccc2Cl)CCC1=O (stereo not given)
 : -9, -3, 5, -3, -4, -49, -27, -73
Cc1cc(C)n2nc(SCn3nnc4ccccc4c3=O)nc2n1
 : x, 8, -13, -2, x, 3, -15, x
Nc1nc2c(nc(Br)n2[C@@H]2O[C@@H]3COP(=O)(O)O[C@H]3[C@H]2O)c(=O)[nH]1
 : 6, 0, -3, -6, 10, -14, 3, 21
COc1ccc(-n2nnnc2SC(C)C(=O)NC2CCCC2)cc1 (stereo not given)
 : -2, 5, 15, 0, -25, -1, -14, -2
CCc1nc2oc3ccccc3c(=O)c2c(=O)n1-c1ccccc1
 : 1, x, x, 5, -2, x, x, -69
COc1cc2ccc(CC(=O)O)cc2cc1OC
 : x, 1, -3, x, 6, -9, 4, -3
O=C1N(c2ccc(Cl)cc2)C(c2ccc(Cl)cc2)N2CCCN12 (stereo not given)
 : x, 1, 1, x, -3, -4, 10, -10
O=C(CCCC(=O)N(CC(=O)NC1CCCC1)c1ccc(F)c(Cl)c1)Nc1ccccn1
 : x, -3, -5, 1, 4, 1, -34, -11
c1ccc(-n2ncc3c(NCC4CCCO4)ncnc32)cc1 (stereo not given)
 : -7, x, x, -2, -2, x, x, -146
Cc1c(C(C)(C(=O)O)c2c(C)n(C)c3ccccc23)c2ccccc2n1C
 : x, 4, -12, x, -6, 6, 0, 41
COCCNc1nnc(SCC(=O)NC(=O)c2ccc(Cl)cc2)s1
 : 6, 0, 0, -7, -2, 4, -7, 3

Structural class, the entries above containing a thiophene ring, fused or not
Values run as follows: PGC1a acetyl inh, ERAP1 inh, S100A4 inh HTS, PglD DTNB, FN deposit inh, EWS-Fli inh, LGR2 inh, PAX8 reporter
COC(=O)c1c(NC(=O)c2ccnn2C)sc(C)c1C
 : -5, x, x, -3, -5, x, x, -3
O=C(Nc1ccccc1Cl)c1cccc(NC(=O)c2cccs2)c1
 : -1, 0, 0, -6, x, x, 22, -2

(continued)
Values run as follows: PGC1a acetyl inh, ERAP1 inh, S100A4 inh HTS, PglD DTNB, FN deposit inh, EWS-Fli inh, LGR2 inh, PAX8 reporter
Cc1ccc2c(c1)C1CN(C)CCC1N2S(=O)(=O)c1ccccc1F (stereo not given)
 : -2, -1, -2, -1, -1, 2, -15, -8
CCCC(=O)NNC(=O)c1ccoc1C
 : x, 2, -10, x, 1, -5, -5, -2
COc1ccc(S(=O)(=O)N2CCN(c3nc(-c4cccnc4)nc4ccccc34)CC2)cc1
 : x, -3, -14, -2, 0, 16, 7, 24
CCOC(=O)C1CCN(C(=O)CN2C(=O)c3cccnc3Oc3ccc(C)cc32)CC1
 : -6, -1, 19, -1, 2, 2, 5, -7
Cn1c(N)c(C(=O)COC(=O)c2cccnc2Cl)c(=O)n(C)c1=O
 : 7, -3, -7, x, x, -2, -8, -3
C[C@H]1CCCCO[C@H](CN(C)C(=O)CCCN(C)C)[C@@H](C)CN([C@@H](C)CO)C(=O)c2cc(NC(=O)CCC(F)(F)F)ccc2O1
 : 28, -2, 11, -2, x, -12, 15, -28
COc1ccccc1NC(=O)C1CCOC1=O (stereo not given)
 : 7, x, -6, -7, 10, 9, 4, -90
C[C@H](CO)N1C[C@H](C)[C@H](CN(C)Cc2ccc(C(=O)O)cc2)Oc2ccc(NC(=O)Nc3ccc(C(F)(F)F)cc3)cc2C1=O
 : 14, -1, -2, 4, -23, -2, 19, x
CC(C)C#Cc1ccc([C@H]2[C@H]3CN(C(=O)Nc4ccccc4)CCCCN3[C@H]2CO)cc1
 : 0, 7, -3, 6, x, -1, -3, 7
CCCNC(=O)N(C)C[C@@H]1Oc2ncc(C#CCC(C)C)cc2C(=O)N([C@H](C)CO)C[C@H]1C
 : -13, -2, 23, 0, -8, -14, -10, -18
CCOC(=O)c1ccc(NC(=O)COc2cc3oc(=O)c(CC(C)O)c(C)c3cc2Cl)cc1 (stereo not given)
 : -4, -1, -3, 4, 5, 6, -32, 1
O=C(O)C[C@@H]1C[C@@H]2c3cc(NC(=O)CC4CC4)ccc3O[C@@H]2[C@H](CO)O1
 : -1, -1, 25, -2, 3, 4, -4, -5
O=S1(=O)CCC(=Nc2ccc(Cl)cc2)c2ccsc21
 : x, -5, -6, x, -2, 17, -19, 18
COc1ccc2c3c(n(C)c2c1)[C@H](CO)N(CC1CCOCC1)CC31CCN(C(C)=O)CC1
 : x, 1, -11, x, x, 1, 6, x
O=c1c2ccc(Cl)cc2nc(-c2ccc([N+](=O)[O-])cc2)n1O
 : -2, 0, 4, -14, 0, 15, x, 12
O=C(C[C@@H]1C=C[C@@H](NC(=O)Nc2ccc(C(F)(F)F)cc2)[C@@H](CO)O1)NCc1ccccn1
 : -6, 0, -6, 2, 5, -11, -14, 19
COc1ccc(N2C(=O)CC(Sc3nc4ccccc4s3)C2=O)cc1 (stereo not given)
 : -13, -2, -28, x, -5, 7, -41, -8
CCN(C(=O)COC(=O)c1ccc(C=O)cc1)c1c(N)n(Cc2ccccc2)c(=O)[nH]c1=O
 : x, -1, -8, -2, 7, -3, 0, 12
Cc1ccc(Cn2cccc(NC(=O)CCC3CCCC3)c2=O)cc1
 : 7, -3, -3, -7, 8, -10, -11, -6
Cc1ccnc(N2CCC(C(=O)NNC(=O)c3ccncc3)CC2)n1
 : x, 0, 9, x, x, 0, 0, 5
CCn1c(CC(=O)Nc2ccccc2C)nnc1SCC(=O)NC1=NCCS1
 : 7, -3, -18, -1, 3, -5, 11, -5
O=c1[nH]c(CSc2nnc(NCCCN3CCOCC3)s2)nc2cc(Cl)ccc12
 : x, -1, 2, 1, x, x, 14, x
CC12CN(C(=O)c3ccccc3Br)CC(C)(CN(C(=O)c3ccccc3Br)C1)C2=O
 : -2, 0, 1, x, 10, -5, -2, -1
CCC(=O)N[C@@H]1CC[C@H](CCn2cc(C3CC3)nn2)O[C@@H]1CO
 : 1, 0, -19, 1, 5, -3, 3, -4
O=C(C[C@@H]1CC[C@@H]2[C@H](COC[C@@H](O)CN2C(=O)c2ccccc2)O1)NCc1cccc(F)c1
 : -9, -4, -79, 2, -2, 3, 6, -12
COCCCN(C(=O)c1ccc2ccccc2n1)c1c(N)n(Cc2ccccc2)c(=O)[nH]c1=O
 : 15, 0, 2, -2, 37*, -47, -36, -29
COc1ccc(C)cc1NC(=O)C12CCC(C)(C(=O)O1)C2(C)C (stereo not given)
 : -15, x, x, -2, -8, x, x, 15
O=C(CN1CCOCC1)NCc1ccc(F)cc1
 : -4, 3, 4, -4, 1, 3, -5, 7
Cc1ccc(S(=O)(=O)Cn2nnnc2C(CC(C)C)N2CCN(C)CC2)cc1 (stereo not given)
 : -5, -5, 2, x, -4, 0, 13, 2
O=C(C[C@H]1C=C[C@H](NC(=O)CCN2CCCCC2)[C@H](CO)O1)Nc1ccccc1
 : x, 1, -7, x, x, -4, 20, x
C/C=C/c1ccc2c(c1)O[C@@H](CN(C)C(=O)Nc1ccc(OC)cc1)[C@H](C)CN([C@@H](C)CO)S2(=O)=O
 : -11, 2, -5, 2, 8, 4, -5, x
CC(=O)OC(C(=O)Nc1nncs1)c1ccccc1 (stereo not given)
 : -6, 16, 13, 0, -11, -1, -3, -18
CC(C)NC(=O)N(C)C[C@@H]1OCCCC[C@H](C)Oc2ccc(NC(=O)Cc3ccccc3)cc2C(=O)N([C@@H](C)CO)C[C@H]1C
 : -11, 1, -6, 8, -1, x, 14, -3
CC(C)[C@@H](C(=O)OCC(=O)c1ccc2c(c1)NC(=O)CO2)N1C(=O)c2ccccc2C1=O
 : x, -1, 13, x, -1, 1, -1, -4

Screening results: PubChem, Broad Institute
